14-3-3 PPI – modulators of 14-3-3 gamma protein binding, primary screen, biochemical, fluorescence polarization; 160,000 compounds, 0.19% hits; inhibition, % at 40 µM; FP, 14-3-3gamma / TMR-pS259-Raf peptide binding; 14-3-3 protein gamma (Homo sapiens), P61981; AID 422, 2006; in the data active = inhibition above about 30%;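 note: 0% = protein plus tracer without compound and 100% = blank with tracer alone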
Target sequence (P61981 whole entry, looked up): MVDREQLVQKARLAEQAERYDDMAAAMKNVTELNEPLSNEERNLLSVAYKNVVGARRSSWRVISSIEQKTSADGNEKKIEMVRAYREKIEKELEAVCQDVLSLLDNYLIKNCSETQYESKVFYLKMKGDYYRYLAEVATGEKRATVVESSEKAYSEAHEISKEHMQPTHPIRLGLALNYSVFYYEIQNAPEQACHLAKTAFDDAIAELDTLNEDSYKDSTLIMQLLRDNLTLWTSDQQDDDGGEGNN
The depositor's hits bear a star; & = joins results of further samples. This is a subset. The share of hits here may be higher or lower than overall.

smiles,14-3-3 PPI
COCCN1C(=O)c2ccccc2C(C(=O)Nc2nc3ccc(OC)cc3s2)C1c1c[nH]c2ccccc12 (stereo unspecified),0.7
C=CCn1c(=O)c2ccccc2n2c(SCC(=O)/C(C#N)=C(\C)N)nnc12,0.1
CC(C)c1ccc(C2c3c(oc4ccccc4c3=O)C(=O)N2c2nccs2)cc1 (stereo unspecified),-4.1
Cn1c(CCNC(=O)c2ccco2)nc2cc(NC(=O)C3CCCCC3)ccc21,-1.9
CC1(C)CC(=O)C(C=Nc2ccccc2)=C(O)C1,-19.1
CC1CCc2c(nc3ncnn3c2N2CC(C)OC(C)C2)C1 (stereo unspecified),4.1
O=C(NCc1ccccc1)C1CCCN(S(=O)(=O)c2ccc(Br)s2)C1 (stereo unspecified),-5.9
COc1ccc(C2=NN3C(C2)c2ccccc2OC32CCCC2)cc1 (stereo unspecified),-258.4
O=[N+]([O-])c1cc2c(cc1-c1nc3ccccn3c1Nc1ccccc1)OCO2,1.2
O=C(CC1(C(F)(F)F)OCCO1)Nc1ccc2c(c1)OCO2,-0.1
CCOc1ccccc1CNc1ccc(N2CCOCC2)c(C(=O)O)c1,2.4
CCSc1nnc(Nc2ccccc2)s1,-2.0
Oc1ccccc1C1=Nc2ccccc2N=C(c2ccco2)C1,-2.8
COC(=O)c1[nH]c2ccccc2c1NC(=O)CN1CCN(c2cccc(OC)c2)C(C)C1 (stereo unspecified),-5.7
CC(=O)N1CCN(c2ccccc2NC(=O)COc2ccc(Cl)cc2Cl)CC1,-6.8
Cn1c(=O)c(C(=O)Nc2cnccn2)c(O)c2ccccc21,5.5
Cc1ccc(NC(=O)C(=O)NCC2CCCO2)cc1C (stereo unspecified),-3.5
CCn1c(SCC(=O)Nc2cc(C)ccc2C)nc2c(c1=O)SC(C)C2 (stereo unspecified),-6.4
CCSc1nc(C)cc(Oc2ccc(=O)n(C)n2)n1,-0.7
CCOc1ccc2c(c1)C(=C1SC(C(=O)OC)=C(C(=O)OC)S1)C(=S)C(C)(C)N2C(=O)c1ccccc1Cl,10.7
O=C(CSc1ncnc2sc3c(c12)CCCC3)Nc1cccc(C(F)(F)F)c1,-21.4
COc1cc(OC)c(C2SCCN2S(=O)(=O)c2ccc(Br)cc2)cc1OC (stereo unspecified),-1.1
Cc1ccc(C(=O)Nc2c3c(nn2-c2ccc(F)cc2)CS(=O)(=O)C3)cc1[N+](=O)[O-],-4.7
Cc1cc2c(cc(C(=O)OC(C(=O)NCc3ccco3)C(C)C)n2C)o1 (stereo unspecified),-7.9
COc1cccc(C(=O)c2c[nH]c3ccc(F)cc3c2=O)c1,-5.9
CCN(CC)C(=O)CSc1nc2cccnc2n1-c1ccccc1OC,-6.9
O=C(NCCO)N1c2ccccc2Sc2ccccc21,-5.7
CC1CCC(C(=O)NC(C(=O)OCC(=O)c2ccc(Cl)cc2)C(C)C)CC1 (stereo unspecified),-28.3
CCOC(=O)CCc1c(C)c(C#N)c2nc3ccccc3n2c1N1CCCCCC1,-15.8
Cc1sc2ncnc(SCC(=O)Nc3ccc(Br)cc3)c2c1C,-18.8
O=C(NC1=NCCS1)C1Cc2ccccc2CN1C(=O)c1ccccc1 (stereo unspecified),-7.0
CCN(CC)c1ccc(NC(=O)CCN2C(=O)C3C4C=CC(C4)C3C2=O)c(C)c1 (stereo unspecified),-1.3
Cc1cc(NC(=O)CSc2ncc(C)c(=O)[nH]2)no1,-8.0
CN(C)CC(=O)c1c[nH]c2ccccc12,6.2
O=C(NCCSc1c[nH]c2ccccc12)c1ccc(F)cc1,-1.4
COc1cccc(-c2nc3c(c(C)nn3-c3ccccc3)c3cc(OC)c(OC)cc23)c1,-18.6
COc1cc(NC(=O)Nc2ccccc2OC)c(OC)cc1NC(=O)CN1CCCCC1,-5.0
CCc1nc(Sc2nc(C)cc(C)n2)c2oc3ccccc3c2n1,3.0
COC(=O)c1nc2n(n1)C(c1cccc(Cl)c1)C1=C(CCCC1=O)N2 (stereo unspecified),-2.5
Cc1nc(N2CCCC2)c2ccsc2n1,-3.1

4 successive compounds out of the list so far:
smiles,14-3-3 PPI
COc1cc(NC(=O)Nc2ccccc2OC)c(OC)cc1NC(=O)CN1CCCCC1,-5.0
CCc1nc(Sc2nc(C)cc(C)n2)c2oc3ccccc3c2n1,3.0
COC(=O)c1nc2n(n1)C(c1cccc(Cl)c1)C1=C(CCCC1=O)N2 (stereo unspecified),-2.5
Cc1nc(N2CCCC2)c2ccsc2n1,-3.1

(more compounds)
smiles,14-3-3 PPI
Cc1cc2c(cc1C)C(=O)NC(C)(C)C2,-0.3
CCc1ccc2nc(SCC(=O)N3CCCc4ccccc43)sc2c1,-5.3
Cc1nnc(SCC(=O)NCc2ccc3c(c2)OCO3)[nH]c1=O,-3.2
N#Cc1c(NC(=O)CSc2ncn(-c3ccccc3)n2)sc2c1CCCC2,1.9
Cc1c(NC(=O)c2cc(-n3cnnc3)ccc2Cl)cccc1-c1nc2ccccc2o1,-12.6
COc1ccc(C2CC(c3ccc(I)cc3)Nc3ncnn32)c(OC)c1 (stereo unspecified),0.7
Cc1cc(NC(=O)CN(c2cccc(C)c2C)S(=O)(=O)c2ccccc2)ccc1Br,-1.9
CC(=O)c1c(C)[nH]c(C(=O)Nc2ccc(Br)cc2C)c1C,-9.3
O=C(COc1ccc2ccccc2c1Br)Nn1cnnc1,4.9
Fc1nc(F)c(F)c(C#Cc2ccccc2)c1F,0.1
Cc1cccc(OCCn2c(CCCO)nc3ccccc32)c1,0.7
Cc1ccc2[nH]c3nc(SCC(C)C)nnc3c2c1,-9.9
COC(=O)C1=C(N)Oc2cc(C)oc(=O)c2C1c1ccncc1 (stereo unspecified),15.4
O=C(Nc1ccccc1)c1ccc(C(=O)Nc2ccccc2)cc1,0.4
COc1cc(C(=O)Nc2c(-c3ccccc3)c3cc(Br)ccc3[nH]c2=O)cc(OC)c1OC,5.0
Cc1ccc(C)c(N2CCN(C(=O)c3ccc(S(=O)(=O)Cc4ccccc4F)c([N+](=O)[O-])c3)CC2)c1,2.5
Cc1ccccc1NS(=O)(=O)c1ccc2[nH]cc(C(=O)NC3CCCCC3)c(=O)c2c1,-21.5
COc1ccccc1-c1c(C(F)(F)F)oc2cc(OCc3ccccc3)ccc2c1=O,1.4
CN(Cc1ccccc1)C(=O)c1ccc(N2CC3CC(C2)c2cccc(=O)n2C3)c(NC(=O)c2cc3ccccc3oc2=O)c1 (stereo unspecified),2.6
CC(=O)OCC(OC(C)=O)C(OC(C)=O)C(OC(C)=O)C(=O)Nc1ccc(C)cc1 (stereo unspecified),-4.7

Arranged by number of heavy atoms (descending): 6 of the compounds above.
smiles,14-3-3 PPI
Cc1ccccc1NS(=O)(=O)c1ccc2[nH]cc(C(=O)NC3CCCCC3)c(=O)c2c1,-21.5
Cc1cc(NC(=O)CN(c2cccc(C)c2C)S(=O)(=O)c2ccccc2)ccc1Br,-1.9
COc1ccc(C2CC(c3ccc(I)cc3)Nc3ncnn32)c(OC)c1 (stereo unspecified),0.7
COC(=O)C1=C(N)Oc2cc(C)oc(=O)c2C1c1ccncc1 (stereo unspecified),15.4
Fc1nc(F)c(F)c(C#Cc2ccccc2)c1F,0.1
Cc1cc2c(cc1C)C(=O)NC(C)(C)C2,-0.3

Next section.
smiles,14-3-3 PPI
Cc1cc(NC(=O)c2ccc(NC(=O)c3cccs3)cc2)no1,-4.7
COc1ccc(OC)c(CN2CCN(Cc3ccncc3)CC2)c1,1.4
Cc1ccc(N2C(=O)CC(NCCc3ccc(S(N)(=O)=O)cc3)C2=O)cc1Cl (stereo unspecified),-4.2
CC1(C)C(C=C(Cl)Cl)C1C(=O)Nc1cccc([N+](=O)[O-])c1 (stereo unspecified),-13.7
NCCc1nnc(SCc2ccccc2F)o1,-11.2
O=C(NCCC1=CCCCC1)c1ccc(N2CCCC2=O)cc1,1.0
CC(C)(C)NC(=O)CSc1ncnc2c1nnn2Cc1ccccc1Cl,-8.4
CC(C)(C)c1ccc(C(=O)NCCCn2ccnc2)cc1,3.1
COCCNC(=O)C1c2cc(OC)c(OC)cc2C(=O)N(C)C1c1ccccc1F (stereo unspecified),-12.4
O=C(CNC(=O)c1ccco1)OCc1cccc(Cl)c1,-11.1
C=CCc1ccc(OCCCCCN2CCOCC2)c(OC)c1,-9.8
COCCNC(=O)CN1N=C(c2ccc(C)cc2)CCC1=O,-4.8
COC(=O)c1c(S(N)(=O)=O)c2ccccc2n1C,7.2
Cn1ncc(Cl)c1C(=O)Nc1ccc2nc(NC(=O)C3CCCCC3)sc2c1,7.4
O=C(NCc1ccco1)c1ccc(CNS(=O)(=O)c2ccc(F)cc2)cc1,-7.3
COc1ccc(O)c(-c2nc3ccccc3nc2-c2ccccc2)c1,-51.5
Cc1ccc(-n2c(=O)c3c4c(sc3n3c(SCC(=O)c5ccccc5)nnc23)COC(C)(C)C4)cc1,5.7
O=c1c2ccccc2nc(SCc2ccncc2)n1CCC1=CCCCC1,-0.8
O=C(NCc1cccnc1)C1CCN(C(=O)c2ccc(Cl)cc2Cl)CC1,4.0
Cc1ccccc1N1CCN(C(=O)C2CCCCC2)CC1,-8.4

Six compounds picked at random from those above:
smiles,14-3-3 PPI
COc1ccc(OC)c(CN2CCN(Cc3ccncc3)CC2)c1,1.4
Cn1ncc(Cl)c1C(=O)Nc1ccc2nc(NC(=O)C3CCCCC3)sc2c1,7.4
NCCc1nnc(SCc2ccccc2F)o1,-11.2
CC(C)(C)NC(=O)CSc1ncnc2c1nnn2Cc1ccccc1Cl,-8.4
COc1ccc(O)c(-c2nc3ccccc3nc2-c2ccccc2)c1,-51.5
COCCNC(=O)CN1N=C(c2ccc(C)cc2)CCC1=O,-4.8

(cont.)
smiles,14-3-3 PPI
Cc1cc(=O)oc2c1ccc1oc(/C(=N/O)c3ccccc3)c(C)c12,3.6
Cc1cccc(N(CC(=O)Nc2cccc(Br)c2)S(C)(=O)=O)c1C,-3.7
Cc1ccc(-c2cc(C(=O)NCCN3CCCCC3C)c3ccccc3n2)cc1C (stereo unspecified),-144.9
CCN(CC)C(=O)Cn1cnc2sc(C(=O)N3CCCCC3C)c(C)c2c1=O (stereo unspecified),3.8
CCOC(=O)N1CCN(C(=O)CSCC(=O)Nc2nc(-c3ccccc3)cs2)CC1,0.5
CN(C)c1ccc(C(=O)OCC(=O)c2cccs2)cc1,0.7
COc1cccc(-c2cc(C(F)(F)F)nc(-n3nc(OC)c([N+](=O)[O-])c3C)n2)c1,-10.5
CCOC(=O)c1ccc(CSc2ncn[nH]2)o1,20.6&7.8
CSCC[C@H](NC(=O)CCn1nnc2ccccc2c1=O)C(=O)O,1.3
N#Cc1ccccc1Cn1c(=O)n(-c2ccc(CC(=O)NCc3ccco3)cc2)c(=O)c2sccc21,4.9
CCN1C(=O)N(COC(C)=O)C2C1N(CC)C(=O)N2COC(C)=O (stereo unspecified),-1.6
CC1CC(C)CN(C(=O)CSc2nnc(-c3ccc(Cl)s3)o2)C1 (stereo unspecified),-0.5&3.4
COc1cc(C(=O)Oc2ccccc2N)cc(OC)c1OC,-3.7
CSCCC(C(=O)N1CCCCC1)N1C(=O)C2C3c4ccccc4C(c4ccccc43)C2C1=O (stereo unspecified),-25.4
CCc1ccc(N(C)S(=O)(=O)c2ccc3[nH]cc(C(=O)O)c(=O)c3c2)cc1,-23.2
CCCCSc1nc2c(c(=O)n1CC)SC(C)C2 (stereo unspecified),-5.7
O=C(NCN1C(=O)C2C3C=CC(C3)C2C1=O)Nc1ccccn1 (stereo unspecified),3.6
CNC(=O)N1c2ccccc2CCc2ccccc21,-5.7
Cc1nc2c(C(=O)NC3CCCC3)c[nH]n2c(=O)c1Cc1ccc(Cl)cc1,-6.5
CCOc1ccc(NC(=O)C2CC(=O)N(CC)C(=Nc3ccccc3)S2)cc1 (stereo unspecified),0.3

Single values from the entries so far:
14-3-3 PPI result of CSCCC(C(=O)N1CCCCC1)N1C(=O)C2C3c4ccccc4C(c4ccccc43)C2C1=O (stereo unspecified) reads -25.4
14-3-3 PPI result of O=C(NCN1C(=O)C2C3C=CC(C3)C2C1=O)Nc1ccccn1 (stereo unspecified) reads 3.6

(list continues)
smiles,14-3-3 PPI
COc1ccc(NC(=O)Cn2nnc(-c3ccccc3NC(=O)c3ccco3)n2)cc1,-0.3
CCCOC(=O)c1cccc(NC(=O)C(C)N2C(=O)c3ccccc3C2=O)c1 (stereo unspecified),-12.5
CN(c1ccccc1C(=O)NCC1CCCO1)S(C)(=O)=O (stereo unspecified),-1.7
c1ccc(CCSc2nc3ccccc3[nH]2)cc1,0.9
CCOC(=O)c1c(NC(=O)C2CCN(S(=O)(=O)c3cccs3)CC2)sc(C)c1C,-8.9
COc1cc2c(cc1OC)C(COc1ccc(F)cc1)N(C(=O)c1cccc(OC)c1OC)CC2 (stereo unspecified),4.3
